From PubChem BioAssay
ABHD4 inh = ABHD4 inhibitors, primary screen, biochemical, fluorescence polarization, mouse; AID 720543, 2013; 0.54% of 370,000 active; purified mABHD4, FP-Rh probe fluorescence polarization; inhibition, % at 8.92 µM;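 active = inhibition exceeding the mean over every tested compound plus 3 SD, cut at about 30% in these data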;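 also: 0% = plate median of compound wells and 100% = S159A mutant with DMSO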
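System: mouse ABHD4 enzyme, wild type / Medium: HEPES pH 7.0, NaCl, Pluronic buffer / Reagent: FP-Rh activity-based fluorescent probe / Control set: S159A mutant high control, sample median low control / Detection: fluorescence polarization with parallel and perpendicular emission, 525/598 nm / Schedule: 45 min + 60 min at 25 °C / Compound dosing: 8.92 µM, single dose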
SIAE primary = human SIAE inhibitors, primary screen, biochemical, fluorescence polarization, FP-Rh probe, 1536-well HTS; SIAE FP-Rh probe binding; inhibition, % at 9.66 µM; 0.69% of 370,000 active;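 active = inhibition above a cutoff: mean of compounds within the control limits plus 3 SD of those, cut at about 17% in these data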;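 also: 0% = plate median of compound wells and 100% = probe without SIAE protein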
Target sequence (Q9HAT2 whole entry, looked up): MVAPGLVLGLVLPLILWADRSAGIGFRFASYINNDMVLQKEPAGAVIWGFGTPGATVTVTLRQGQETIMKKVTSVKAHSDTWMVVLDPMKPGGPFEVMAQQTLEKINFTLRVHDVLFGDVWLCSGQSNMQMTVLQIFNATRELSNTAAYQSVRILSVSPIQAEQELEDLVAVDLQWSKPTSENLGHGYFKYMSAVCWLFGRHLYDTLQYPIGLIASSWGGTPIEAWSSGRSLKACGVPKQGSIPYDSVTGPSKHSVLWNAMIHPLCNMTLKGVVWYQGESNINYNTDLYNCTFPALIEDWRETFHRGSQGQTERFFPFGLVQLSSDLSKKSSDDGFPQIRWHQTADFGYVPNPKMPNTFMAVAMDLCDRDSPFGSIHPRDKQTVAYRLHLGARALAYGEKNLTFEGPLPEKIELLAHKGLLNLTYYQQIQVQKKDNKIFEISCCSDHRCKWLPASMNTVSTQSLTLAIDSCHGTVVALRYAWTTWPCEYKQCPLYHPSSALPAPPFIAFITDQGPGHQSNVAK
NPR1 activator = GC-A stimulated cGMP production enhancers – HEK293 GC-A cells, cGMP TR-FRET, EC30 ANP, primary screen. 0% at EC30 ANP, 100% saturating ANP. activation, % at 10 µM. Atrial natriuretic peptide receptor 1 (Homo sapiens), P16066. 0.14% of 370,000 active; in the data active = activation above about 40%
MBD2 DNA inh = inhibitors of MBD2 binding to methylated DNA, primary screen, biochemical, TR-FRET, DNA-binding domain, human | 0.31% of 370,000 active | Methyl-CpG-binding domain protein 2 (Homo sapiens), Q9UBB5 | MBD2 binding to methylated oligonucleotide | inhibition, % at 4.4 µM | AID 686964, 2013; in the data active = inhibition above about 13%
GC-B act = human GC-B receptor activators, primary screen, HEK293 GC-B cells, cGMP TR-FRET, EC30 CNP; Atrial natriuretic peptide receptor 2 (Homo sapiens), P20594; 0% at EC30 CNP, 100% saturating CNP; activation, % at 10 µM; 0.11% of 370,000 active;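 active = activation at 10 µM reaching about 35% in either raw or pattern-adjusted values, limit read from the data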
UHRF1 binding = UHRF1 methylated DNA binding inhibitors, primary screen, counter-screen for MBD2 inhibitor project, biochemical, TR-FRET, human UHRF1, single concentration; AID 687016, 2013; inhibition, % at 4.4 µM; 0.75% of 370,000 active; E3 ubiquitin-protein ligase UHRF1 (Homo sapiens), Q96T88; UHRF1 binding to methylated oligo; in the data active = inhibition above about 21%;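 also: UHRF1 SRA domain binding a hemimethylated CpG hairpin DNA probe; 0% = median of test compound wells and 100% = reference inhibitor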
TCR CD3 inh = inhibitors of human TCR-CD3 interaction, primary screen, biochemical, fluorescence, TAMRA-labeled TCR probe. AID 651800, 2012. 0.37% of 360,000 active. inhibition, % at 9.4 µM. T-cell receptor (TCR); in the data active = inhibition above about 19%;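 also: recombinant mutant TCR 2C K166C tagged with TAMRA read by polarization; 0% = receptor in buffer alone and 100% = receptor with positive control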
PRMT1 FP inh = PRMT1 methyltransferase inhibitors, primary screen, biochemical, fluorescence polarization. Protein arginine N-methyltransferase 1 (Homo sapiens), Q99873. recombinant PRMT1, activity-based probe fluorescence polarization. inhibition, % at 2.79 µM. 1.3% of 370,000 active;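 active = inhibition above about 21% made by adding two undisclosed values, limit read from the data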
Target sequence (Q99873 whole entry, looked up): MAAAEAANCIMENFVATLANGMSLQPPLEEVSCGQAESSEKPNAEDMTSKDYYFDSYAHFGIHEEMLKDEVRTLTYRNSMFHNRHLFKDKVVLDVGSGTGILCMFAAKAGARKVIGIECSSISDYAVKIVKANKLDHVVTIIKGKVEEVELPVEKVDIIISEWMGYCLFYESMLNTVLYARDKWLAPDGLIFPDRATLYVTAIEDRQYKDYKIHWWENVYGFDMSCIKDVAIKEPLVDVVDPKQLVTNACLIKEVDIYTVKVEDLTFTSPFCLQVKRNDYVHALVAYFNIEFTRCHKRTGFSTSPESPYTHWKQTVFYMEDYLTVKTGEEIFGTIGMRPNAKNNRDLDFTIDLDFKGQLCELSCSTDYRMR
HTRA1 inhibitor = HTRA1 serine protease inhibitors, primary screen, biochemical, fluorescence polarization, HTS | 0.5% of 340,000 active | recombinant HTRA1, FP-rhodamine activity-based probe | Q92743 | inhibition, % at 5.96 µM | AID 504803, 2011; in the data active = inhibition above about 36%;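 also: 0% = enzyme with DMSO and 100% = wells lacking enzyme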
rCAG RNA binder = binders of r(CAG) RNA repeats, primary screen, biochemical, fluorescence. r(CAG) RNA repeat, TO-PRO-1 dye displacement fluorescence. inhibition, % at 3 µM. 1.3% of 370,000 active;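 active = inhibition above the plate cutoff, the mean of all test compounds on that plate plus 3 SD, cut at about 35% in these data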;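 also: 0% = DMSO alone and 100% = 100 µM mitoxantrone as full dye displacement; higher means more dye released from RNA so lower well fluorescence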
Starred values were filed as active, the others as inactive.

Results for c1ccc(C2=Nn3c(nnc3-c3ccccn3)SC2)cc1 ?
ABHD4 inh: 6.2; SIAE primary: 4.1; NPR1 activator: -2.2; MBD2 DNA inh: -0.4; GC-B act: -0.3; UHRF1 binding: -1.2; TCR CD3 inh: 3.2; PRMT1 FP inh: -2.6; HTRA1 inhibitor: 0.4; rCAG RNA binder: -3.9

How did CCN(CC(=O)NC(C)(C)C)Cc1nc2c(Br)cc(Br)cc2c(=O)[nH]1 do in these assays?
ABHD4 inh: -6.2; SIAE primary: -3.6; NPR1 activator: 9.9; MBD2 DNA inh: 41.1*; GC-B act: 2.6; UHRF1 binding: -2.0; TCR CD3 inh: 7.6; PRMT1 FP inh: -2.6; HTRA1 inhibitor: -3.9; rCAG RNA binder: 0.2

What do the screens show for `Cc1ccc(/C=C2/NC(=O)N(Cc3ccccc3)C2=O)o1`?
ABHD4 inh: 12.6; SIAE primary: 14.0; NPR1 activator: 39.8; MBD2 DNA inh: -1.8; GC-B act: 46.3*; UHRF1 binding: -5.5; TCR CD3 inh: 6.7; PRMT1 FP inh: 66.4*; HTRA1 inhibitor: 6.6; rCAG RNA binder: 10.8

How did COc1cccc(CC(=O)Nc2cc(C(F)(F)F)ccc2N2CCCC2)c1 do in these assays?
ABHD4 inh: -3.6; SIAE primary: 5.3; NPR1 activator: -0.6; MBD2 DNA inh: -5.7; GC-B act: -7.7; UHRF1 binding: 4.7; TCR CD3 inh: -4.2; PRMT1 FP inh: 4.0; HTRA1 inhibitor: -16.5; rCAG RNA binder: -5.8

What do the screens show for `C#CCN1CC(N(C)CCOC(=O)c2cccs2)CS1(=O)=O` (centres undefined)?
ABHD4 inh: 1.3; SIAE primary: 3.6; NPR1 activator: 4.0; MBD2 DNA inh: 0.0; GC-B act: -0.8; UHRF1 binding: -1.2; PRMT1 FP inh: -10.3; rCAG RNA binder: -1.5

What do the screens show for `Cc1ccc(NC(=O)C2CCN(S(=O)(=O)c3ccc4c(c3)NC(=O)C(C)S4)CC2)cc1Cl` (centres undefined)?
ABHD4 inh: -61.0; SIAE primary: -124.0; NPR1 activator: -39.6; MBD2 DNA inh: 0.0; GC-B act: -18.9; UHRF1 binding: -0.5; TCR CD3 inh: 6.6; PRMT1 FP inh: 0.7; HTRA1 inhibitor: -88.7; rCAG RNA binder: 14.8

How did CC1(C)C2CCC1(C)C(Nc1ccccc1)C2 (centres undefined) do in these assays?
ABHD4 inh: 7.0; SIAE primary: 9.2; NPR1 activator: 1.4; MBD2 DNA inh: 5.2; GC-B act: -3.5; UHRF1 binding: -0.8; TCR CD3 inh: 1.6; PRMT1 FP inh: -1.3; HTRA1 inhibitor: 3.4; rCAG RNA binder: -1.9

Results for COc1cccc(Nc2c(Nc3cccc(OC)c3)c(=O)c2=O)c1 ?
ABHD4 inh: 23.0; SIAE primary: 14.4; NPR1 activator: -9.0; MBD2 DNA inh: -1.0; GC-B act: -3.8; UHRF1 binding: -0.7; TCR CD3 inh: 4.5; PRMT1 FP inh: -3.3; HTRA1 inhibitor: 10.9; rCAG RNA binder: 2.8

Results for C/C(=N\NC(=O)c1sccc1C)c1cccnc1 ?
ABHD4 inh: 4.3; SIAE primary: -0.6; NPR1 activator: -0.1; MBD2 DNA inh: 5.1; GC-B act: 1.9; UHRF1 binding: 1.6; TCR CD3 inh: -5.0; PRMT1 FP inh: 5.8; HTRA1 inhibitor: -3.1; rCAG RNA binder: -2.9

How did O=C(CCC(=O)OCC(=O)c1ccccc1)NC1CCCCC1 do in these assays?
ABHD4 inh: 4.8; SIAE primary: 3.2; NPR1 activator: 2.3; MBD2 DNA inh: -3.8; GC-B act: 1.7; UHRF1 binding: -1.1; TCR CD3 inh: -12.2; PRMT1 FP inh: -0.6; HTRA1 inhibitor: 2.3; rCAG RNA binder: -4.8

Results for Cc1cccc(NC(=O)NC2(C)CCS(=O)(=O)C2)c1 (centres undefined) ?
ABHD4 inh: 3.0; SIAE primary: 1.0; NPR1 activator: -1.5; MBD2 DNA inh: -1.8; GC-B act: 1.1; UHRF1 binding: 2.1; TCR CD3 inh: -7.1; PRMT1 FP inh: -4.0; HTRA1 inhibitor: 2.6; rCAG RNA binder: -0.2

What do the screens show for `COC(=O)C1=C(C(=O)OC)[C@@H]2N(Cc3ccccc3)c3ccccc3[C@@]23C[C@@H](C(=O)OC)N(C(=O)NC2CCCCC2)C3=N1`?
ABHD4 inh: 2.0; SIAE primary: -7.6; NPR1 activator: 2.8; MBD2 DNA inh: 0.2; GC-B act: 3.0; UHRF1 binding: -0.2; TCR CD3 inh: 3.1; PRMT1 FP inh: -0.8; HTRA1 inhibitor: -2.4; rCAG RNA binder: 2.5

What do the screens show for `CC1CCc2onc(C(=O)O)c2C1` (centres undefined)?
ABHD4 inh: -1.4; SIAE primary: 2.2; NPR1 activator: 2.4; MBD2 DNA inh: 0.0; GC-B act: 0.3; UHRF1 binding: 3.9; TCR CD3 inh: -0.4; PRMT1 FP inh: 2.4; HTRA1 inhibitor: 2.9; rCAG RNA binder: 0.1

Results for Cc1c(NC(=O)C(C)OC(=O)c2cccnc2)c(=O)n(-c2ccccc2)n1C (centres undefined) ?
ABHD4 inh: -1.1; SIAE primary: -2.1; NPR1 activator: 4.1; MBD2 DNA inh: 4.3; GC-B act: 1.4; UHRF1 binding: 8.1; TCR CD3 inh: 0.8; PRMT1 FP inh: 3.0; HTRA1 inhibitor: 9.6; rCAG RNA binder: 1.8

What do the screens show for `O=S1(=O)CC(N2CCCCC2)CN1CCc1ccccc1` (centres undefined)?
ABHD4 inh: 5.3; SIAE primary: 6.3; NPR1 activator: 0.5; MBD2 DNA inh: -5.7; GC-B act: 0.5; UHRF1 binding: -1.5; TCR CD3 inh: 0.5; PRMT1 FP inh: 2.1; rCAG RNA binder: 0.1

Results for CCOC(=O)[C@@H]1[C@H]2COc3ccc(Br)cc3[C@H]2N2C(=O)N(c3ccc(C)cc3)C(=O)[C@@]12C ?
ABHD4 inh: 0.1; SIAE primary: -10.6; NPR1 activator: -2.0; MBD2 DNA inh: -2.0; GC-B act: -7.5; UHRF1 binding: -1.1; TCR CD3 inh: -4.6; PRMT1 FP inh: 1.1; HTRA1 inhibitor: -7.6; rCAG RNA binder: 0.4

Results for Cc1ccc2nc3c(cc(C(=O)NC4CCCC4)c(=N)n3C3CCCCC3)c(=O)n2c1 ?
ABHD4 inh: 2.8; SIAE primary: -2.3; NPR1 activator: 7.5; MBD2 DNA inh: -5.9; GC-B act: -3.6; UHRF1 binding: 2.7; TCR CD3 inh: -2.6; PRMT1 FP inh: -7.5; HTRA1 inhibitor: -3.0; rCAG RNA binder: 0.3

How did COC(=O)c1cc(NC(=O)CN2CCOCC2)cc(C(=O)OC)c1 do in these assays?
ABHD4 inh: -8.2; SIAE primary: 1.6; NPR1 activator: -2.9; MBD2 DNA inh: 2.8; GC-B act: 2.8; UHRF1 binding: 0.7; TCR CD3 inh: 9.9; PRMT1 FP inh: 1.8; HTRA1 inhibitor: -3.1; rCAG RNA binder: 3.7

What do the screens show for `CCc1cccc(CC)c1NC(=O)COC(=O)CC1c2ccccc2CCN1S(=O)(=O)c1ccc(F)cc1` (centres undefined)?
ABHD4 inh: -2.1; SIAE primary: -2.0; NPR1 activator: 2.8; MBD2 DNA inh: 5.3; GC-B act: 0.0; UHRF1 binding: 8.7; TCR CD3 inh: -3.4; PRMT1 FP inh: -2.6; HTRA1 inhibitor: -16.0; rCAG RNA binder: 5.1

Results for COc1ccccc1-n1c(SCC(=O)c2ccc(O)cc2O)nc2cc([N+](=O)[O-])ccc21 ?
ABHD4 inh: -61.2; SIAE primary: -62.8; NPR1 activator: 0.8; MBD2 DNA inh: -0.4; GC-B act: 4.9; UHRF1 binding: 0.8; TCR CD3 inh: 1.5; PRMT1 FP inh: 0.3; HTRA1 inhibitor: -50.3; rCAG RNA binder: 49.4*

What do the screens show for `O=S(=O)(c1ccc(F)cc1)N1CCCN(c2nccc(C(F)(F)F)n2)CC1`?
ABHD4 inh: -6.2; SIAE primary: -0.7; NPR1 activator: -8.2; MBD2 DNA inh: 5.6; GC-B act: -5.6; UHRF1 binding: -0.4; TCR CD3 inh: -4.1; PRMT1 FP inh: 4.2; HTRA1 inhibitor: 0.7; rCAG RNA binder: -5.0

Results for CCN(C[C@H]1N[C@@](CC)(C(=O)OC)[C@H]2C(=O)N(C)C(=O)[C@@H]12)C(=O)c1ccccc1 ?
ABHD4 inh: 3.5; SIAE primary: 4.4; NPR1 activator: 1.3; MBD2 DNA inh: -2.9; GC-B act: 1.5; UHRF1 binding: -0.4; TCR CD3 inh: 1.1; PRMT1 FP inh: -2.0; HTRA1 inhibitor: 0.6; rCAG RNA binder: -0.8

How did CCC(=O)Nc1nc(C)c(C(=O)Nc2cccc(Cl)c2)s1 do in these assays?
ABHD4 inh: -9.9; SIAE primary: -5.6; NPR1 activator: -0.3; MBD2 DNA inh: -0.1; GC-B act: -8.5; UHRF1 binding: -0.3; TCR CD3 inh: 6.6; PRMT1 FP inh: -1.6; HTRA1 inhibitor: -15.8; rCAG RNA binder: 7.7

How did CCOc1ccc(C(=O)NN2C(=S)NC(C)(C)C=C2C)cc1 do in these assays?
ABHD4 inh: -4.2; SIAE primary: 5.1; NPR1 activator: 0.8; MBD2 DNA inh: -3.9; GC-B act: -4.5; UHRF1 binding: 1.1; TCR CD3 inh: -5.0; PRMT1 FP inh: -9.2; HTRA1 inhibitor: 4.3; rCAG RNA binder: -0.3

How did CCOc1ccc(NC(=O)c2cccc3ccccc23)cc1 do in these assays?
ABHD4 inh: -4.9; SIAE primary: -6.2; NPR1 activator: -3.4; MBD2 DNA inh: 2.1; GC-B act: -4.7; UHRF1 binding: -3.3; TCR CD3 inh: -7.7; PRMT1 FP inh: -8.8; HTRA1 inhibitor: -1.7; rCAG RNA binder: -3.1

Results for CCc1sc(C(=O)Nc2ccc3c(c2)OCO3)cc1C ?
ABHD4 inh: 15.4; SIAE primary: 7.8; NPR1 activator: 0.4; MBD2 DNA inh: 0.9; GC-B act: -0.5; UHRF1 binding: 0.0; TCR CD3 inh: -4.8; PRMT1 FP inh: 5.0; HTRA1 inhibitor: 14.3; rCAG RNA binder: 14.4

How did Cc1ccc(C)c(NC(=O)COC(=O)c2c(-c3ccccc3)noc2C)c1 do in these assays?
ABHD4 inh: 0.9; SIAE primary: 2.0; NPR1 activator: -0.3; MBD2 DNA inh: 0.9; GC-B act: 1.3; UHRF1 binding: -0.2; TCR CD3 inh: 10.2; PRMT1 FP inh: -4.1; HTRA1 inhibitor: -1.5; rCAG RNA binder: -1.1

A portion of the library, so the mix of outcomes need not match the whole.
